RBX1-CUL1 inh – inhibitors of human ROC1-CUL1 ubiquitin ligase activity. in vitro K48 di-Ub FRET, acceptor:donor ratio, 45 min. inhibition, % at 10 µM. 140,000 tested, 0.6% active. AID 1347404, 2020; in the data active = inhibition above about 25%
Target sequence (P62877 whole entry, looked up): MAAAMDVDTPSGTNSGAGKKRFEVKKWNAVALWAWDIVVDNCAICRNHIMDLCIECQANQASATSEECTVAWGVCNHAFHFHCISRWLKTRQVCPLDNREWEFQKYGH
Target sequence (Q13616 whole entry, looked up): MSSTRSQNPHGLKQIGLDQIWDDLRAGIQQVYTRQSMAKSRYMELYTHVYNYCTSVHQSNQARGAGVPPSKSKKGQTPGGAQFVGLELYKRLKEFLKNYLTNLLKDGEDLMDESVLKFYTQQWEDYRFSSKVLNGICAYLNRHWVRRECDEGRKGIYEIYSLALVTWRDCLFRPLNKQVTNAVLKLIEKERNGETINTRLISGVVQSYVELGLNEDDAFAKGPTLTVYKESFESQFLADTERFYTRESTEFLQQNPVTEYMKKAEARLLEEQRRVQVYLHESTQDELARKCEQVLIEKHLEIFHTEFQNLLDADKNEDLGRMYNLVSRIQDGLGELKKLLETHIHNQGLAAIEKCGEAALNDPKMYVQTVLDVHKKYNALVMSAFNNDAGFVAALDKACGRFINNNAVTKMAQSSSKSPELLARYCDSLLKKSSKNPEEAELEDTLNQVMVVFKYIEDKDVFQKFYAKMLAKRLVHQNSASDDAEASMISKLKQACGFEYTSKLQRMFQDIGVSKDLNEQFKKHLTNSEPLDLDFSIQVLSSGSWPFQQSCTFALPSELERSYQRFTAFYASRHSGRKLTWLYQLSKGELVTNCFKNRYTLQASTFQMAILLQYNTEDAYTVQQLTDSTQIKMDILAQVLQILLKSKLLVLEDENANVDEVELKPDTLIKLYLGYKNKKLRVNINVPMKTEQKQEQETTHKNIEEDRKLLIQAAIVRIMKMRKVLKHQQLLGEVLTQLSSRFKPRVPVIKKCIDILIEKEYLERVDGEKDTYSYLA
Active calls of the source: *; & = joins results of further samples. These rows are one share of the data; count on the stated rates, not on these rows.

SMILES	RBX1-CUL1 inh
COc1cc(OC)cc(C(=O)NCCc2ccccc2)c1	0
CC(C(=O)O)N1C(=O)COc2ccccc21 (stereo not drawn)	1
O=C(CCc1ccccc1)Nc1cccc(Cl)c1	-2
Cc1nn(-c2ccccc2)c(Cl)c1C(=O)Oc1ccc(OCc2ccccc2)cc1	3
CCSc1cn[nH]c(=O)c1SCC	4
CCOc1cc(/C=C2/C(=O)N(c3ccccc3)N=C2C)ccc1Oc1nc(Cl)ncc1F	-2
CC(C)(C)C1CCc2nc(NC(=O)Cc3ccccc3)sc2C1 (stereo not drawn)	3
CCn1c(=O)cc(OCC(=O)N2CCN(c3cccc(C)c3C)CC2)c2ccccc21	-4
CN(C)CCCn1c(-c2ccccc2)csc1=Nc1ccccc1	3
CCC(Oc1ccc(F)cc1)C(=O)N1CCN(c2ccc(OC)cc2)CC1 (stereo not drawn)	4
CN=C1CC=CC=C(C(=O)/C=C/c2c(Cl)cccc2Cl)C1=O	23
Cc1ccc(Cl)cc1NC(=O)CCCn1c(=O)c2cccn2c2ccccc21	1
CCOC(=O)c1c(C)[nH]c(C)c1S(=O)(=O)NCC(=O)N1CCN(c2cc(Cl)ccc2C)CC1	-7
COC(=O)/C=C/c1c(OC(F)F)noc1C	6
Cc1nn(S(=O)(=O)c2ccc(C(C)C)cc2)c(C)c1S(=O)(=O)N1CCCCC1	-14
CCC(CC)NC(=O)c1c(-c2c(Cl)cccc2Cl)noc1C	-1
CN1CCc2c(sc3c2C(=O)NC(c2cccn2C)N3)C1 (stereo not drawn)	4
CCN(CC)c1ccc(NC(=O)COc2ccccc2)c(C)c1	5
COc1cc(N/N=C(\C)c2cccc(C(F)(F)F)c2)nc(SC)n1	3
O=C1CCC(=O)N1C(=S)Nc1ccc(Br)cc1	-4
Cc1ccc(C(=O)Nc2nc(-c3nnn(-c4cccc(Cl)c4C)c3C)ns2)cc1C	12
Cc1cc(OCC(=O)Nc2cnn(CCCC(=O)O)c2)ccc1Cl	-7
CCCc1cc(=O)[nH]c(N2CCN(c3ccccc3OC)CC2)n1	-9
COc1ccc(Nc2nc3ccc(Cl)cc3nc2-n2nc(C)cc2C)cc1	7
O=C(O)CCSc1nc2c(=O)[nH][nH]c(=O)c2n1Cc1ccccc1	-4

(more compounds)
SMILES	RBX1-CUL1 inh
Cc1cc2n(n1)C(c1c(OCc3ccccc3)ccc3ccccc13)Nc1c(C)cccc1-2 (stereo not drawn)	-3
CCOC(=O)C1C(CN2CCN(c3cccc(Cl)c3)CC2)=NC(=O)NC1c1ccc(Cl)cc1 (stereo not drawn)	9
C=C1c2cc(C)ccc2NC(=O)N1c1cccc(Cl)c1	6
CCOc1cc(-n2cncn2)nc(SC)n1	4
CCOC(=O)c1nn(-c2cccc(Cl)c2)c2nc(-c3cccs3)c(C#N)c(=O)n12	-6
CN(C)CCCC1(O)c2ccccc2C=Cc2ccccc21	-5
Cc1ccc(S(=O)(=O)c2cc3cc(C(=O)Nc4ccc(C)cc4C)ccc3oc2=O)cc1	3
COc1ccc(-c2nc3scc(CCNS(=O)(=O)c4ccc(C)cc4)n3n2)cc1	-4
O=C(Nc1nonc1NC(=O)C(F)(F)F)C(F)(F)F	0
Cc1ccc(-c2nnn(CC(=O)Nc3ccccc3Cl)n2)cc1	8
CCOc1cc(/C=N/Nc2nc(-c3ccccc3)c(C)s2)ccc1O	11
Cc1ccc(S(=O)(=O)n2nc(C)c(Cl)c2C)c(C)c1	0&8
CCCCCCc1c(C)c2c(cc(C)c3c(C)c(C)oc32)oc1=O	2
Cc1ccc(CN2CCC(CNc3ncnc4onc(-c5ccc(F)cc5)c34)CC2)cc1	3
O=C(Nc1ccccc1Cl)c1cc(-c2ccc(Cl)s2)nc2ccccc12	-8
CCCOc1ccccc1/C=N/NC(=O)CSc1nnc(C)n1-c1ccccc1	-4
Cc1ccc(C2C(C(=O)c3ccc4c(c3)OCCO4)C(=O)C(=O)N2Cc2ccco2)o1 (stereo not drawn)	3
O=C(OCCCc1nc2ccccc2[nH]1)C12CC3CC(CC(C3)C1)C2	-11
CC(C)(C)c1[nH]nc2c1C(c1cccc(F)c1)C(C#N)C(=N)O2 (stereo not drawn)	-1
O=C1C(=NC2CCCCC2)C(Cl)C(=O)N1c1ccc(I)cc1 (stereo not drawn)	2
COc1cccc(S(=O)(=O)c2c(C)cc(C)cc2C)c1	2
OCCN1CCN(CCCC(c2ccc(F)cc2)c2ccc(F)cc2)CC1	-4
Cn1ncc(Oc2ccc([N+](=O)[O-])cc2)c(Cl)c1=O	8
CC(C)(C)NC(=O)COc1ccc(S(=O)(=O)NC2CCCCC2)cc1	4
CCc1ccccc1NC(=O)c1cnn(C)c1C	-13

Additional entries
SMILES	RBX1-CUL1 inh
N#Cc1ccccc1Cn1c(=O)n(-c2ccc(F)c(Cl)c2)c(=O)c2sccc21	5
CCCNC(=O)c1cc2nc(-c3ccc(Br)cc3)cc(C(F)(F)F)n2n1	9
COC(=O)c1ccc(COc2ccc(-c3nnn(Cc4ccccc4Cl)n3)cc2)cc1	3
CSCc1ccc(C(=O)N2CCC3(CCCN(CC(C)(C)C)C3)C2)o1 (stereo not drawn)	6
Cc1ccc(-n2ncc(C(=O)Nc3ccc(C)c(F)c3)c2C2CCN(C(=O)OC(C)(C)C)CC2)cc1C	-4
CC1(C)CC2=NN(c3ccccc3)P(=O)(Nc3ccccc3)C2=C(N2CCCCC2)C1 (stereo not drawn)	-2
CCCn1cnc(NC(=O)c2ccc(C3CCCN3C(C)C)s2)n1 (stereo not drawn)	2
CSc1ncc(C(=O)O)c(NCc2ccc3c(c2)OCO3)n1	-4
Cc1ccc(CS(=O)(=O)NCC(C)C)cc1	-7
COc1cccc(CN2CC[C@@H](N3CCC(O)CC3)[C@H](O)C2)c1	-4
CCOC(=O)Cn1cc2c(c1-c1ccc(Cl)cc1)c(=O)n(C)c(=O)n2C	-3
CC1=Nc2nc(SCc3cccc(C)c3)nn2C(C(C)C)C1C(=O)Nc1ccc(Cl)cc1 (stereo not drawn)	-6
CCOC(=O)C1C(=O)NC(N2CCN(c3ccccn3)CC2)=NC1c1ccccc1 (stereo not drawn)	15
COc1ccc(OC)c(N=C2C(=O)N(c3cccc(C)c3)C(=O)C2Cl)c1 (stereo not drawn)	4
Cc1cccc(C(=O)Nc2cccc(C#N)c2)c1	-6
Cc1c(Br)c(C(F)(F)F)nn1CC(=O)Nc1c(F)cc(F)cc1Br	-5
CC(C)NCC(O)CNc1ncc2c(c1C#N)N(Cc1ccccc1)CC2 (stereo not drawn)	7
Cc1occc1C(=O)N(C)C(Cc1ccccc1)C1CCN(C(=O)c2n[nH]c3c2CCCC3)CC1 (stereo not drawn)	11
Cc1nc2c(cc(Oc3nnc(C)c4ccccc34)c3ccsc32)s1	9
CCOC(=O)C(Cc1ccc([N+](=O)[O-])cc1[N+](=O)[O-])(Cc1ccc([N+](=O)[O-])cc1[N+](=O)[O-])C(=O)OCC	1
CC(C)N(Cc1nccn1C)c1nc2nonc2nc1NCc1cccs1	-10
CCOc1ccc(Br)cc1CNc1ccc(C)c(Cl)c1	0
COc1ccc(C2=NN(S(C)(=O)=O)C(c3cc4cc(OC)c(OC)cc4nc3Cl)C2)cc1 (stereo not drawn)	-1
COCC(=O)N1CCC(n2nccc2NC(=O)Nc2ccccc2Cl)CC1	4
CS(=O)(=O)N1CCC(N2CCN(Cc3ccccc3)C(=O)C2=O)CC1	12

4 entries from above, as labelled records:
> CC(C)NCC(O)CNc1ncc2c(c1C#N)N(Cc1ccccc1)CC2 (stereo not drawn)
  RBX1-CUL1 inh = 7
> Cc1occc1C(=O)N(C)C(Cc1ccccc1)C1CCN(C(=O)c2n[nH]c3c2CCCC3)CC1 (stereo not drawn)
  RBX1-CUL1 inh = 11
> Cc1nc2c(cc(Oc3nnc(C)c4ccccc34)c3ccsc32)s1
  RBX1-CUL1 inh = 9
> CCOC(=O)C(Cc1ccc([N+](=O)[O-])cc1[N+](=O)[O-])(Cc1ccc([N+](=O)[O-])cc1[N+](=O)[O-])C(=O)OCC
  RBX1-CUL1 inh = 1

More compounds
SMILES	RBX1-CUL1 inh
COC(=O)c1ccccc1NC(=O)c1ccc(COc2cccc(OC)c2)cc1	3
Cc1nc2ccncc2cc1C(=O)N1CCCC1c1ccc(C(N)=O)s1 (stereo not drawn)	4
Cc1cccc(-c2nc(SCC(=O)NCc3ccco3)c3c(=O)n(C)c(=O)n(C)c3n2)c1	0
COC(=O)N/N=C1/CCCc2ccccc21	3
Cn1c(CCNC(=O)c2ccco2)nc2cc(NC(=O)COc3ccc(Cl)cc3)ccc21	9
Cc1ccc(CNC(=O)c2ccc(-c3nc(CS(=O)c4ccccc4)c(C)o3)cc2)cc1 (stereo not drawn)	-6
CN(Cc1ccccn1)C(=O)c1cc(COc2ccc3c(c2)OCO3)[nH]n1	3
O=c1c2oc3ccccc3c2n(Cc2ccccc2Cl)c(=O)n1Cc1ccco1	-6
O=C(Nc1cccc(OC(=O)c2ccc(Br)o2)c1)c1cccc(S(=O)(=O)N2CCOCC2)c1	-10
CCOC(=O)C1CCCN(C(=S)NC2CCCC2)C1 (stereo not drawn)	3
COc1ccc(C(=O)C2C(=O)C(=O)N(CCCN(C)C)C2c2cccc(O)c2)cc1F (stereo not drawn)	1
O=C(Nc1cccc(/C=C/c2ccncc2)c1)c1cccs1	0
O=C1OC(c2ccc(Cl)cc2)=NC1C=Nc1ccccc1O (stereo not drawn)	-11
O=C(Cn1nc(Cl)ccc1=O)N(CC1CCN(C2CCCC2)CC1)CC1CCCO1 (stereo not drawn)	0
O=C1CCCCN1CC(=O)N1CCc2onc(-c3ccc(C(F)(F)F)cc3)c2C1	-7
O=c1c(N2CCN(c3ccccc3)CC2)csc2ccc(Cl)cc12	2
COC(=O)CCCC(=O)NCc1nc(NCc2cccc(C(F)(F)F)c2)c2ccccc2n1	-2
CC(C)NS(=O)(=O)c1ccc(N)cc1	3
CCOC(=O)C1C(=N)Oc2c(cc(Cl)c3ccccc23)C1c1ccc(F)cc1 (stereo not drawn)	-10
COc1ccc(C2Sc3ccccc3N=C3c4ccccc4C(=O)C32)c(OC)c1OC (stereo not drawn)	0
CCN(CC)c1ccc(/C=N/NC(=S)NCc2ccco2)cc1	8
CCOc1ccc(-n2c(SCC(=O)N3CCc4ccccc43)nc3c([nH]c4ccccc43)c2=O)cc1	5
Cc1cccc(OCC(=O)Nc2ccccc2C(=O)OCc2cc(=O)n3nc(C4CC4)sc3n2)c1	0
CCCCCCSc1nnc2c(n1)OC(c1ccsc1)Nc1ccccc1-2 (stereo not drawn)	7
Cc1cc(F)ccc1NC(=O)c1c(C)oc2c1C1=NCCN1C=N2	-4

More compounds follow.
SMILES	RBX1-CUL1 inh
O=C(Cn1cc(/C=N/NC(=O)c2cccc(C(F)(F)F)c2)c2ccccc21)Nc1ccc(F)cc1	1
O=C(COc1ccc(F)cc1)N1CCN(c2cccc(Cl)c2)CC1	4
O=C1NC(=O)C2(COC(c3ccncc3)OC2)S1 (stereo not drawn)	-1
Nc1c(C(=O)Nc2ccccc2Cl)sc2ncccc12	0
Cc1ccccc1NC(=O)c1cn(-c2ccccc2)nc1-c1ccccc1	-6
Cc1ccc(C(=O)C2C(=O)C(=O)N(c3ccc(O)cc3)C2c2ccc(F)cc2)cc1 (stereo not drawn)	0
Cc1ccc(NC(=O)CC2Sc3ccc(C(F)(F)F)cc3NC2=O)c(Br)c1 (stereo not drawn)	5
O=C(CC1C(=O)NCCN1CC1CCCCC1)NC1CCC1 (stereo not drawn)	5
Cc1cc(C)nc(SCC(=O)Nc2nc(C)cs2)n1	12
Cc1onc(-c2ccccc2Cl)c1C(=O)N1CCN(c2ccc([N+](=O)[O-])cc2)CC1	9
Cc1ccccc1OCCn1cc(C(=S)N2CCCCC2)c2ccccc21	-11
CCN(CC)CCCC(=O)C1(c2ccccc2)CCCC1	-3
N#Cc1cc(C#N)c(Cl)nc1Cl	3
CCCn1c(=N)c(C(=O)NCc2cccnc2)cc2c(=O)n3cc(C)ccc3nc21	2
COc1ccc(OC2CCN(C(=O)CCC3(Cc4ccc(Cl)cc4)CCC(=O)N3)CC2)cc1 (stereo not drawn)	7
COc1cc(/C=C2/N=C(c3ccc(Cl)c([N+](=O)[O-])c3)OC2=O)cc(OC)c1OC(C)=O	-11
Cc1nc(N2CCCCCCC2)ncc1C(C)NC(=O)CCN1CCCC1=O (stereo not drawn)	5
Cc1ccc(N=c2cc(-c3ccccc3)ss2)cc1	-7
COc1ccc(CC2(CCC(=O)N(C)Cc3nc4cc(C)c(C)cc4[nH]3)CCC(=O)N2)c(F)c1 (stereo not drawn)	5
C/C(=N\Nc1ccccn1)c1ccccn1	0
COCCNC(=O)Cn1nc(N2CCN(c3ccccc3OC)CC2)ccc1=O	6
COC(=O)CN1C(=O)Nc2ccc(Br)cc2C1c1ccccc1 (stereo not drawn)	7
O=C(Nc1ccccc1C(F)(F)F)c1nn2c(c1Br)NC(c1ccc(Br)o1)CC2C(F)(F)F (stereo not drawn)	-10

In a second layout: results already given.
Cc1ccc(C(=O)C2C(=O)C(=O)N(c3ccc(O)cc3)C2c2ccc(F)cc2)cc1 (stereo not drawn)
  RBX1-CUL1 inh: 0

Cc1ccc(NC(=O)CC2Sc3ccc(C(F)(F)F)cc3NC2=O)c(Br)c1 (stereo not drawn)
  RBX1-CUL1 inh: 5

O=C(CC1C(=O)NCCN1CC1CCCCC1)NC1CCC1 (stereo not drawn)
  RBX1-CUL1 inh: 5

Cc1cc(C)nc(SCC(=O)Nc2nc(C)cs2)n1
  RBX1-CUL1 inh: 12

Screens deposited in PubChem by Icahn School of Medicine at Mount Sinai.
